Assay outcomes (PubChem)
PAD4 FP inh – blocks human protein arginine deiminase 4. Q9UM07. recombinant PAD4, RCA probe fluorescence polarization. inhibition, % at 6.36 µM. 0.41% of 330,000 active. AID 485272;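 active means percent inhibition above a cutoff equal to the mean of all tested compounds plus 3 SD, cut at about 15% in these data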;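 further: 0% = PAD4 with RCA probe and DMSO and 100% = probe without PAD4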
LYPLA1 inh – LYPLA1 (human) inhibition in PME1 counter-screen | O75608 | recombinant LYPLA1, FP-Rh probe fluorescence polarization | inhibition, % at 5.9 µM | 0.16% of 320,000 active | AID 2174;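 active means inhibition above the mean of all tested compounds plus 3 SD, set per campaign, cut at about 14% in these data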;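 further: inhibitors block serine hydrolase probe labeling of LYPLA1 so polarization falls; 0% = enzyme with DMSO and 100% = wells lacking LYPLA1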
Target sequence (O75608 whole entry, looked up): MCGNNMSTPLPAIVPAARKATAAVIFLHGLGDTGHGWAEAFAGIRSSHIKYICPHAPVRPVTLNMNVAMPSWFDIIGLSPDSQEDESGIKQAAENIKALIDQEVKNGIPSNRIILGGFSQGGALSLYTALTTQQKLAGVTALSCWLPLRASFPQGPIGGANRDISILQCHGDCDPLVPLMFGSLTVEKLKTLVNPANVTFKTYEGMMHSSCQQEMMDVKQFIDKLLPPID
PAFAH1B3 FP inh – PAFAH1B3 (human) inhibition; 0.28% of 340,000 active; recombinant PAFAH1B3, FP-rhodamine probe, fluorescence polarization; inhibition, % at 3.39 µM; Q15102;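 active means inhibition above the screen-wide average of all tested compounds plus 3 SD, cut at about 25% in these data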;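 further: 0% = enzyme with DMSO only and 100% = wells lacking PAFAH1B3 protein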
PAFAH2 inh – PAFAH2 (human) inhibition; recombinant PAFAH2, FP-rhodamine activity probe, fluorescence polarization; inhibition, % at 3.39 µM; 0.99% of 340,000 active; AID 492956;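 active means inhibition above the mean over all tested compounds plus 3 SD, cut at about 30% in these data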;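 further: inhibitors block probe labeling of enzyme so polarization drops; 0% = enzyme with DMSO and 100% = wells lacking PAFAH2 protein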
LYPLA2 inh – blocks human lysophospholipase 2, a PME1 counter-screen | recombinant LYPLA2, FP-Rh probe fluorescence polarization | inhibition, % at 5.9 µM | AID 2177 | 0.38% of 320,000 active;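 active means inhibition above the screen-wide mean plus 3 SD, limit set per campaign, cut at about 26% in these data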;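 further: 0% = LYPLA2 with DMSO and 100% = wells lacking LYPLA2 enzyme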
Target sequence (O95372 whole entry, looked up): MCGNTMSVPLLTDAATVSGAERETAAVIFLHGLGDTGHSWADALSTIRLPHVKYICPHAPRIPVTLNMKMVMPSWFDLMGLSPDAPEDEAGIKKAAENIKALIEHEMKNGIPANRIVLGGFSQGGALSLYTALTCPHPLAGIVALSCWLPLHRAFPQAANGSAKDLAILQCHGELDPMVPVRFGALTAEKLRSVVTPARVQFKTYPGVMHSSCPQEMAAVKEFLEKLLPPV
ZTA DNA inh – counter-screen for EBNA-1 inhibitors: inhibitors of Epstein-Barr virus ZTA; ZTA-DNA binding, fluorescence polarization; inhibition, % at 11 µM; 0.15% of 320,000 active; in the data active means inhibition above about 33%
PREPL inh – human PREPL enzyme inhibition. inhibition, % at 5.96 µM. Q4J6C6. AID 2751. recombinant PREPL, fluorescence polarization activity-based probe. 0.68% of 320,000 active; in the data active means inhibition above about 43%;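 further: 0% = enzyme with DMSO and 100% = wells lacking enzyme; many of its hits are not listed in these tables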
EBNA-1 inhibitor – blocks EBNA-1 binding to DNA; EBNA-1 DNA binding, fluorescence polarization; inhibition, % at 14.8 µM; 0.34% of 300,000 active; AID 1950; in the data active means inhibition above about 28%
GSTO1 counter – counter-screen for RBBP9 inhibitors: inhibitors of human GSTO1. P78417. recombinant GSTO1, activity-based probe fluorescence polarization. inhibition, % at 5.96 µM. 1.1% of 300,000 active. AID 1974;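 active means inhibition above the campaign mean inhibition plus 3 SD, cut at about 35% in these data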;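 further: 0% = GSTO1-1 with DMSO and 100% = wells lacking GSTO1-1 enzyme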
Target sequence (P78417 whole entry, looked up): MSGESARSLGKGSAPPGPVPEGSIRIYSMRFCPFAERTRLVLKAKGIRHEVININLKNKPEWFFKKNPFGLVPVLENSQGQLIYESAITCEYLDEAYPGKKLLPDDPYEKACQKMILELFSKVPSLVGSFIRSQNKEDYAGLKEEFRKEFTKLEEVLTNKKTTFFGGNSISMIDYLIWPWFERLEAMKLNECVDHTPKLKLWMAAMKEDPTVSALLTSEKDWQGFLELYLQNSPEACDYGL
* = called active by the depositor; . = not tested or not shown. Some of the compounds tested (hit frequency here may not be typical).

SMILES	PAD4 FP inh	LYPLA1 inh	PAFAH1B3 FP inh	PAFAH2 inh	LYPLA2 inh	ZTA DNA inh	PREPL inh	EBNA-1 inhibitor	GSTO1 counter
COc1ccc(-n2c(C)c3c(OC)cccc(=O)c3c2C)cc1	2	2	3	13	-1	13	26	7	0
O=C(O)c1cccc(NC(=S)NC(=O)c2ccc3ccccc3c2)c1	-3	0	10	-6	5	1	-13	15	-2
O=C(O)c1cc(NN=Nc2cccc(S(=O)(=O)O)c2)cc([N+](=O)[O-])c1	0	2	8	6	3	2	4	0	1
Cc1cc(C)n(-c2nc(NCCCN(C)C)c3c4c(sc3n2)COC(C)(C)C4)n1	0	-4	.	.	-9	-9	28	-8	-1
Nc1nc(-c2ccco2)nn1C(=O)c1ccc(Cl)cc1	-1	0	1	2	5	-4	7	4	0
CC(=O)c1ccc2c(c1)C1C=CCC1C(c1ccc(S(=O)(=O)N3CCOCC3)cc1)N2 (configuration not stated)	-10	-5	4	-3	-3	2	10	5	14
CCCCN(CC)S(=O)(=O)c1ccc(C(=O)Nc2nnc(-c3ccccc3Cl)o2)cc1	6	4	4	9	3	-3	4	12	-18
CC(C)Oc1ccc(CNC(=S)N/N=C/c2cccnc2)cc1	3	1	2	4	6	-3	-5	5	-7
Cc1ccc(S(=O)(=O)NCCN2CCN(S(=O)(=O)c3ccccc3Cl)CC2)cc1	-2	-3	2	0	-1	-8	18	.	.
O=C(Nc1ccc2oc(-c3ccncc3)nc2c1)c1ccc(F)cc1	0	-3	4	-5	4	14	-6	5	-6
NC(=O)c1cccc([N+](=O)[O-])c1	-2	-1	8	4	6	-2	5	.	.
COc1cccc(NC(=O)Nc2nc(SC)ns2)c1	0	-1	-6	3	-3	0	-1	14	-14
COc1ccc(N2C(=O)C3CCCN3C2c2ccccc2F)cc1 (configuration not stated)	-1	0	8	2	-3	-9	5	-10	0
O=C(CN1CCN(c2ccccc2)CC1)Nc1nnc(-c2ccccc2)s1	1	4	1	-3	8	6	-2	11	-5
CC(=O)c1c(C)nc2ccc(Br)cc2c1C(=O)O	0	3	5	8	6	-1	-1	-7	1
S=C(/N=c1/sccn1Cc1ccccc1)NC1CC1	-4	2	12	-5	5	-2	12	-7	-7
O=C(Nc1cccc(F)c1)c1ccc(Br)o1	-1	1	10	3	4	-1	9	4	6
O=C(CC1Nc2ccccc2NC1=O)NCC1COc2ccccc2O1 (configuration not stated)	-5	-1	4	1	-3	8	2	10	-1
COc1ccccc1NC(=O)N1CCN(c2cc(-c3ccccc3)nc3ncnn23)CC1	-4	0	1	9	6	3	18	5	7
Cc1ccc(-c2cc(C(F)F)n3ncc(C(=O)N4CCCCC4c4cccnc4)c3n2)cc1 (configuration not stated)	0	-3	8	1	-4	-16	-3	-8	0
CCOc1ccccc1N(C(=O)c1snc(C(N)=O)c1N)C(C(=O)NC1CCCC1)c1ccco1 (configuration not stated)	-4	-2	8	-5	-5	0	15	-12	0
Cn1c(Cn2c(=O)sc3ccccc32)nnc1SCc1ccccc1	-4	0	9	4	2	-11	8	3	22
Cc1cc(C)cc(OCC(=O)Nc2cc(C)on2)c1	0	3	4	-1	2	-7	-3	8	-2
Cc1cc(C)c2nc(SCCC#N)nc(C)c2c1	-6	-1	8	-3	2	7	-4	10	4
Cc1ccc(S(=O)(=O)N2CCCC(C(=O)NC3CCCC3)C2)cc1Cl (configuration not stated)	1	-2	4	3	4	-4	10	-12	5
CCOC(=O)C1CC=C(Cl)CC1C(=O)Nc1nccs1 (configuration not stated)	-1	5	-3	3	7	7	-1	-4	-2
CCC(Oc1ccccc1)C(=O)N1CCC(C(N)=O)CC1 (configuration not stated)	-6	-1	-3	2	-1	5	8	-2	-2
COc1ccc(CNC(=O)c2ccc(-c3ccccc3)cc2)cc1OC	-4	-2	2	3	0	0	14	1	6
O=C(CCCN1C(=O)/C(=C/c2ccccc2Cl)SC1=S)NNC(=O)c1cccnc1	-1	8	-4	10	10	0	-61	8	4
CC1CC(C)CN(S(=O)(=O)c2cccc(C(=O)N3C(=O)c4cccc(N)c4C3=O)c2)C1 (configuration not stated)	3	1	4	5	2	-6	10	-13	9
Cc1ccc(-n2cc(C(=O)O)c(=O)cc2C)c(C)c1	-4	0	3	1	8	10	3	5	4
O=C(Nc1cn(-c2ccccc2)nc1-c1ccccc1)c1ccccc1	0	-2	-2	-5	-9	-17	-6	2	-6
CCCc1cc(=O)[nH]c(SCC(=O)NN(c2ccccc2)c2ccccc2)n1	2	3	6	6	-4	1	-2	4	-5
Cc1sc2ncnc(Sc3nc4ccccc4s3)c2c1C	5	-3	.	.	-2	-7	0	-3	4
Nc1ccc(-c2c3ccc(=O)cc-3oc3cc(O)ccc23)c(C(=O)O)c1	21*	7	8	10	2	7	4	.	.
COc1ccccc1-c1cc(C(=O)N2CCN(c3ccc(F)cc3)CC2)no1	4	1	3	1	8	8	-6	6	-2
O=C(c1cc(-c2ccccc2)on1)N1CCCc2ccccc21	-1	-1	-1	1	-1	-8	-4	-7	-2
CC(C)c1ccc2[nH]c(O)c(N=NC(=O)c3ccc(CSc4nncn4C)cc3)c2c1	-1	0	4	-6	0	2	1	-3	-12
COc1cc(Cl)c(NS(=O)(=O)c2c(C(=O)N3CCCC3)c(C)n(C)c2C)c(OC)c1	-2	0	9	6	1	-6	12	2	12
CCOC(=O)CSc1nc2ccc(Nc3nc(N4CCOCC4)nc(N4CCOCC4)n3)cc2s1	-5	2	12	-8	-6	-16	3	6	-1
CC(C)C(OC(=O)c1cccs1)C(=O)NC1CCCCC1 (configuration not stated)	-2	-1	5	-7	4	-15	-4	-3	9
CC(C)N1CCN(Cc2cc(F)ccc2-n2cccn2)CC1CCO (configuration not stated)	-5	0	6	2	-1	5	-4	-27	2
CC(NC(=O)COC(=O)COc1ccc(Cl)cc1)c1ccccc1 (configuration not stated)	2	.	2	1	.	.	14	.	.
COc1ccc([C@H]2[C@@H]3C=CCC[C@@]3(C)C(=O)N2Cc2ccccc2)cc1Cl	-5	-4	3	5	2	-2	10	-3	-1
COC(=O)c1c(NC(=O)CN2C(=O)C(=O)N(CC(C)C)C2=O)sc(C)c1C	2	-5	0	-1	-10	-6	4	-3	2
O=C(Nc1cnc2ccccc2c1)C1COc2ccccc2O1 (configuration not stated)	0	-2	0	-1	-4	-2	-21	7	1
COCCN1C(=O)c2ccc(C(=O)Nc3nccs3)cc2C1=O	6	-2	5	4	-4	-8	4	-4	-6
O=C(NC(=S)Nc1ccc(CN2CCOCC2)cc1)c1cc2ccccc2o1	-3	-1	-2	-4	2	-10	-5	-2	3
CCNC(=S)NNC(=O)c1csc(C(C)C)c1	-2	-1	3	7	2	-8	9	-1	1
CCOCCCNC(=O)C(NC(=O)c1ccc(NC(C)=O)cc1)c1ccccc1 (configuration not stated)	0	0	-1	-1	5	-4	12	4	-7
New compounds follow:
SMILES	PAD4 FP inh	LYPLA1 inh	PAFAH1B3 FP inh	PAFAH2 inh	LYPLA2 inh	ZTA DNA inh	PREPL inh	EBNA-1 inhibitor	GSTO1 counter
Cc1ccc(-n2c(SCC(=O)NCCN3C(=O)CSC3=O)nnc2-c2ccccc2F)cc1	-1	-2	10	0	2	-10	-1	6	0
O=C(CCn1c(=O)sc2ccccc21)NCc1ccc2c(c1)OCO2	1	-1	6	11	3	0	14	4	7
CC(=O)N1c2ccc(S(=O)(=O)N3CCC(C(=O)Nc4ncccc4C)CC3)cc2CC1C (configuration not stated)	0	-1	-1	1	6	-2	7	-3	3
C/C=C/C(=O)OCC(=O)Nc1cccc(S(=O)(=O)NC2=NCCCCC2)c1	-2	1	12	14	-1	-2	10	-2	-14
CC(=O)OCc1c(COC(C)=O)[n+](=O)c2ccccc2n1[O-]	-2	2	-2	-5	3	-13	10	-1	1
CCC(C)(C)NC(=O)C(c1ccc(C)cc1)N(Cc1ccco1)C(=O)Cn1nnc2ccccc21 (configuration not stated)	-4	-2	2	2	-1	10	-2	17	3
COc1ccc(/C=N/NC(=S)Nc2ccccc2)cc1COc1cccc(C)c1C	3	0	4	1	-2	9	-2	17	0
CCn1c(NCc2ccccc2Cl)nc2ccccc21	-4	-1	10	-3	2	-3	9	-8	36*
CCOC(=O)c1c(C)[nH]c(C)c1C(=O)CSc1nnc(-c2ccco2)n1Cc1ccccc1	-1	5	4	-3	1	-5	-7	1	6
Cc1ccc(C)c(OCCC(=O)NNC(=O)c2ccccc2F)c1	0	0	1	0	-1	-1	-7	-1	0
N#C/C(=C\c1c(N2CCCCC2)nc2ccccn2c1=O)C(=O)NC1CCS(=O)(=O)C1 (configuration not stated)	2	-2	8	8	-3	2	3	0	-2
C/C(=N\N1CCN(c2ccc(Cl)cc2)CC1)c1ccco1	-6	-2	1	3	-3	-9	1	-10	4
C=C(C)COc1ccc(-c2[nH]ncc2-c2ccccc2)c(O)c1	2	-1	17	7	0	5	7	1	-5
